HCMV inh – inhibitors of human cytomegalovirus; AID 1259415; HFF cells, HCMV-luciferase reporter, 72 h; stronger effect = lower value; 410,000 compounds, 4.5% hits; activity change, negative = inhibition, % at 57.5 µM; in the data active means activity change below about -60%; inconclusive means no clear call, values can overlap the other calls; inactive means above about -39%
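After 16 h attachment at 37C, HFF cells received test compound and HCMV-luciferase (1 PFU/cell); reporter luminescence read 72 h later, data normalized against buffer-only and known inhibitor Salinomycin.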
AMA1-RON2 inh – AMA1-RON2 (P. falciparum) interaction inhibition | 360,000 compounds, 0.2% hits | Potency, µM (top dose mostly 58.2 µM), without a hit: at the top dose activity change, negative = inhibition, hits mostly inhibitors | AlphaScreen AMA1-biotinylated RON2 peptide binding | AID 720542;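 further: potency means the concentration at half of the fitted maximal effect; 0% = vehicle wells and -100% = peptide control; nearly all actives have a fitted effect of over 45% in size; some results filed as inactive show a strong effect at the top dose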
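AMA1 (3D7) with his tag at 25 nM final met compounds first, then biotinylated RON2 peptide at 25 nM; detection used donor plus acceptor beads, 10 µg/mL apiece, read by AlphaScreen after 30 min at room temperature.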
FBPA Giardia inh – inhibitors of Giardia lamblia fructose-1,6-bisphosphate aldolase | 290,000 compounds, 0.71% hits | Potency, µM (highest dose often 59.6 µM), for inactives: at the top dose activity, negative = inhibition, most hits filed as inhibitors | purified Giardia FBPA | A8B2U2; further: potency means the concentration at half of the fitted maximal effect; nearly all actives have a fitted effect of over 55% in size
Target sequence (A8B2U2 whole entry, looked up): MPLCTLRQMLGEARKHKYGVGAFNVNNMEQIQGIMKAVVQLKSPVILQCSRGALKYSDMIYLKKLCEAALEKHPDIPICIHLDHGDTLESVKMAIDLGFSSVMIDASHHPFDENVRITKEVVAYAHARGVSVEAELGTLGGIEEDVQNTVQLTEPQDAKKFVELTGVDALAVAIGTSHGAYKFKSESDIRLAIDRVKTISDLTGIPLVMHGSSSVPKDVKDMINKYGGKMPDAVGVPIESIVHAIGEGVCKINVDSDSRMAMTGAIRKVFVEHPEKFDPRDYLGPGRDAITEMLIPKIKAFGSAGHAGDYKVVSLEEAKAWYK
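40 nM FBPA preincubated 10 min at RT with compound (up to 57.5 uM final), then substrate plus GAPDH/TPI/NAD/arsenate coupling and diaphorase/resazurin added. Fluorescence read after 20 min at RT, 525/598 nm.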
AmpC inh detg – blocks E. coli AmpC beta-lactamase in detergent assay; AmpC hydrolysis of nitrocefin, absorbance 480 nm, 0.01% Triton; Potency, µM (top dose mostly 114 µM), for inactives: top-dose activity change, negative = inhibition, actives largely listed as inhibitors; 370,000 compounds, 0.041% hits;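 further: potency means the concentration at half of the fitted maximal effect; 0% = no-compound wells and -100% = no-enzyme wells; nearly all actives have a fitted effect of over 25% in size; some results filed as inactive show a strong effect at the top dose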
Target sequence (P00811 whole entry, looked up): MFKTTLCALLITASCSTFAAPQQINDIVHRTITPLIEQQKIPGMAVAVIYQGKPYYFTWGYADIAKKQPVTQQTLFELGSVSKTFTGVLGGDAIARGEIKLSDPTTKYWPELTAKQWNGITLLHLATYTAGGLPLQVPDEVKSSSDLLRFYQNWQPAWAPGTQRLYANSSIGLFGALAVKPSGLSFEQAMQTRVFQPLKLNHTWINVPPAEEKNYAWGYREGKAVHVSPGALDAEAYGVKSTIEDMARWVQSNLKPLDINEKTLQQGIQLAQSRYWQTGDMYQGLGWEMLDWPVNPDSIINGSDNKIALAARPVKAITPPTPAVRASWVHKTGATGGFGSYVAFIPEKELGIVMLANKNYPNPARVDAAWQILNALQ
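AmpC (5.3 nM in the dispensed reagent) in 20 mM phosphate pH 7.0 with 0.01% (detergent screen) or 0.0001% Triton X-100 was preincubated with compounds for 15 min at room temperature. Nitrocefin was then added from an 800 uM solution, and hydrolysis was followed at 480 nm.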
Sm TGR block – blocks Schistosoma mansoni thioredoxin glutathione reductase. Q962Y6. purified TGR, DTNB reduction, TNB absorbance 405 nm. Potency, µM (top dose mostly 114 µM), for inactives: at the top dose activity change, negative = inhibition, actives largely listed as inhibitors. 360,000 compounds, 3% hits. AID 485364; further: potency means the concentration at half of the fitted maximal effect; nearly all actives have a fitted effect of over 60% in size
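Kinetic colorimetric format: TGR-catalysed, NADPH-driven DTNB reduction monitored via TNB absorbance. Enzyme dispensed at 20 nM; compound exposure 15 min at room temperature before reaction start.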
AmpC no deterg – inhibitors of E. coli AmpC beta-lactamase without detergent. Potency, µM (doses to about 57.1 µM), for the others: top-dose activity change, negative = inhibition, most hits filed as inhibitors. 330,000 compounds, 0.52% hits. AmpC nitrocefin hydrolysis, absorbance 480 nm, 0.0001% Triton;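 further: potency means the concentration at half of the fitted maximal effect; plate controls were no compound for no effect and no enzyme for full effect; nearly all actives have a fitted effect of over 20% in size; some results filed as inactive show a strong effect at the top dose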
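AmpC (5.3 nM in the dispensed reagent) in 20 mM phosphate pH 7.0 with 0.01% (detergent screen) or 0.0001% Triton X-100 was preincubated with compounds for 15 min at room temperature. Nitrocefin was then added from an 800 uM solution, and hydrolysis was followed at 480 nm.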
Starred values were filed as active, the others as inactive; ? = inconclusive; nt = no result given; [ ] = remark or other dose. Unless noted, the call rests on the fitted dose curve; in most records, active means well fitted curve in the direction sought with a large enough effect; inconclusive means small, poorly fitted or top-dose-only effect, or another doubt; inactive means no such curve, though single readings can be large; an effect the other way counts as inactive or inconclusive. Unless noted, on the % scale 0 is the no-effect control and ±100 the full control effect. An unsorted share of the library (roughly 7.8% active in at least one column).

SMILES	HCMV inh	AMA1-RON2 inh	FBPA Giardia inh	AmpC inh detg	Sm TGR block	AmpC no deterg
CCOc1ccc(N(C(=O)CNC(=O)c2ccco2)C(C(=O)NC2CCCC2)c2cccnc2)cc1 (stereo unspecified)	-19	14%	9%	2%	23%	2%
COc1nc(NCC(C)C)nc(Oc2ccc(OCc3ccccc3)nn2)n1	2	-11%	2%	?	0%	19%
CSC[C@@H]1NC(=S)N(c2ccc(C)cc2)C1=O	0	117%[activator]	4%	-13%[57.1 µM]	-1%	-24%
Cc1ccccc1-c1noc(-c2ccccc2OCC(=O)Nc2cccc([N+](=O)[O-])c2)n1	17	nt	nt	8%	1%	nt
COCC1CCN(Cc2cn[nH]c2-c2cc(OC)c(OC)c(OC)c2)CC1	47	19%	2%	0%	-31%	116%[activator]
O=C(N/N=C/c1ccc(C(=O)O)cc1)C(=O)N1CCCCCC1	-10	2%	nt	-9%	-20%	-20%
Cc1cc(C)c(OCCCNCc2ccccc2)c(Br)c1	35	-27%	?	-7%	6%	0%
CCc1ccc(-c2nc(CSCC(=O)NC3CC3)c(C)o2)cc1	-74*	-17%	-3%	?	-15%	52%
Cc1ccc2[nH]c(=O)c(CN(Cc3cccs3)Cc3nnnn3CC3CCCO3)cc2c1 (stereo unspecified)	-11	?	5%	-11%	-8%	45%
CN(C)CCN(C(=O)c1ccc2c(c1)OCCO2)c1nc2c(Cl)cccc2s1	3	-4%	-8%	0%	-6%	15%
CC1(C)CCC(=O)N2CC[C@H]3C[C@H](OC(=O)Nc4ccc(Br)cc4)C[C@@H]1[C@H]32	-101*	5%	1%	?	-10%	5%
O=c1c2oc3ccccc3c2ncn1Cc1ccccc1F	118	17%	6%	0%	7%	1%
CCc1nc(SCC(=O)Nc2ccc(OC)cc2[N+](=O)[O-])n[nH]1	-27	-3%	6%	3%	0%	-13%
O=C(O)CCCNS(=O)(=O)c1ccc(F)cc1	15	?	7%	-23%	9%	-33%
Cc1ccccc1NC(=O)c1oc(=O)c2ccccc2c1-c1ccccc1	1	6%	3%	2%	-4%	-24%
COc1cc(NC(=S)N2CCN(CCO)CC2)cc(OC)c1	-4	7%	-27%	-12%	-2%	-23%
CCOC(=O)/C(=C/c1ccc(N2CCC(c3ccccc3)=N2)cc1)C(C)=O	nt	-6%	-1%	-15%	-35%	-10%
O=C(CCc1ccccc1)NNC(=O)COc1ccc(Cl)cc1	14	44%[activator]	nt	1%	0%	-24%
COc1cc(Cl)c(C)cc1NC(=O)COC(=O)CCc1nc2ccccc2c(=O)[nH]1	0	7%	nt	?	-17%	-8%
CC(=O)Nc1ccc(NC(=O)C(C)OC(=O)CCSc2ccccc2Cl)cc1 (stereo unspecified)	-26	0%	nt	nt	nt	-6%
Cn1c(=O)c2sccc2n(Cc2cccc(Br)c2)c1=O	21	4%	1%	-16%	12%	-19%
Cc1ccc(C(=O)COC(=O)c2ccc3c(c2)C(=O)N(c2cccc4ncccc24)C3=O)cc1C	12	-6%	6%	5%	8%	-16%
CCc1ccccc1NC(=O)c1ccc2c(c1)c(C)c(C)n2Cc1ccccc1	?	nt	nt	0%	3%	nt
O=C(NCc1ccc2c(c1)OCO2)c1cc2n(n1)C(C(F)(F)F)CC(c1ccc3c(c1)OCO3)N2 (stereo unspecified)	-9	-11%	-2%	-12%	0%	-38%
Cc1ccc(NC(=O)COc2ccc(/C=N\NC(=O)c3cccnc3)cc2)cc1C	nt	-2%	nt	-12%	0%	31%
O=C(CCc1c[nH]c2ccccc12)N1CCCCCCC1	-28	-3%	nt	1%	-2%	14%
CC(NC(=O)C1(S(=O)(=O)c2ccc(Cl)cc2)CC1)c1ccccc1 (stereo unspecified)	-25	-4%	5%	-8%	3%	-10%
COc1ccc(CNC(=O)CN2C(=O)CSc3ccc(S(=O)(=O)N4CCCC4)cc32)cc1	-3	nt	nt	19%	9%	nt
Oc1cccc(NC(=S)Nc2ccccc2)c1	17	10%	-3%	-5%	16µM*	-23%
CCN(C[C@H]1N[C@@](C)(C(=O)OC)[C@H]2C(=O)N(C)C(=O)[C@@H]12)C(=O)COc1ccccc1	-21	-5%	nt	nt	nt	-3%
COc1ccc2oc(C(=O)Nc3ccc(S(=O)(=O)N(C)C4CCN(C)CC4)cc3)c(C)c2c1	-112*	-12%	nt	2%	-2%	236%[activator]
COC(=O)CSc1nnc2n(-c3ccc(OC)cc3)c(=O)c3c4c(sc3n12)CCCCC4	-31	-7%	-2%	-12%	-3%	51%
CC1CCN(S(=O)(=O)c2ccc(Cl)s2)CC1	-27	2%	nt	nt	nt	-9%
c1cc2c(cc1CCNC1CCCCCC1)OCO2	-10	1%	-1%	1%	2%	-21%
Cc1ccc(OCC(=O)Nc2nc(-c3ccc(Br)cc3)ns2)cc1C	66	nt	nt	15%	3%	nt
COC(=O)COc1ccc(-c2ccc(F)cc2)cc1C=O	21	2%	-8%	0%	2%	-7%
COC(=O)C1=C(c2c(C)noc2C)C[C@@H]2CC[C@H]1N2C(=O)N1CCCCC1	0	13%	nt	2%	3%	0%
COc1ccc(C(=O)NC2CCCc3c2cnn3-c2ccccc2F)cc1OC (stereo unspecified)	?	?	-11%	-12%	2%	37%
Cc1ccc(Cl)cc1NC(=O)CCC(=O)NCc1ccco1	-9	-22%	-2%	-2%	-21%	-7%
Cc1c(CNC2CCCCCC2)c(C(=O)O)c(C)n1Cc1c(F)cccc1Cl	-1	nt	nt	3%	0%	nt
CS(=O)(=O)N(CC(=O)NCCSc1ccc(Cl)cc1)c1ccc2c(c1)OCO2	-18	4%	-1%	-2%	0%	11%
CN1C(C(=O)NCc2cccc(Br)c2)CC2Cn3c(nc4ccccc43)C21 (stereo unspecified)	-1	-1%	4%	5%	-29%	36%
CCOC(=O)c1c(/N=C/N(C)C)sc(/C=N/Nc2ccccc2)c1-c1ccc(Cl)cc1	?	-13%	-3%	-1%	3%	-47%
COc1ccc(NC(=O)c2ccc(F)c(F)c2)c2ccccc12	-16	1%	14%	?	0%	-12%
COc1ccc2[nH]c3c(c2c1)CCN1C(=O)N([C@@H](C)C(=O)NCc2c(F)cccc2Cl)C(=O)[C@]31C	3	-11%	0%	?	4%	1%

Single records, from the list above.
`COC(=O)CSc1nnc2n(-c3ccc(OC)cc3)c(=O)c3c4c(sc3n12)CCCCC4` is listed with HCMV inh = -31; AMA1-RON2 inh = -7%; FBPA Giardia inh = -2%; AmpC inh detg = -12%; Sm TGR block = -3%; AmpC no deterg = 51%
`COC(=O)C1=C(c2c(C)noc2C)C[C@@H]2CC[C@H]1N2C(=O)N1CCCCC1` is listed with HCMV inh = 0; AMA1-RON2 inh = 13%; FBPA Giardia inh = nt; AmpC inh detg = 2%; Sm TGR block = 3%; AmpC no deterg = 0%

Following part
SMILES	HCMV inh	AMA1-RON2 inh	FBPA Giardia inh	AmpC inh detg	Sm TGR block	AmpC no deterg
COc1ccc(C2CC(c3cccs3)=NN2S(C)(=O)=O)cc1OC (stereo unspecified)	49	-7%	2%	-1%	nt	11%
O=C(NCCCO)/C(=C\c1cn(-c2ccccc2)nc1-c1cccnc1)NC(=O)c1ccccc1	-8	-5%	3%	-1%	-2%	155%[activator]
COc1ccccc1NC(=O)COC(=O)CCn1c(C)csc1=O	-2	9%	nt	?	-16%	-17%
CCCN(S(=O)(=O)c1ccc(OCC)cc1)S(=O)(=O)c1cccs1	-15	9%	-19%	2%	-2%	-5%
COCCn1c(=S)[nH]c2cc(C(=O)NCCc3ccc(OC)c(OC)c3)ccc2c1=O	29	3%	1%	?	0%	-18%
CNS(=O)(=O)c1cn(CC(=O)N2CCN(c3ccc(C(C)=O)cc3)CC2)cc1S(=O)(=O)NC	0	nt	nt	2%	-2%	nt
CN(C(=O)c1ccc(NC(=O)Cc2cccc([N+](=O)[O-])c2)cc1)C1CCCC1	-20	-3%	nt	nt	nt	-4%
COc1ccc(CNC(=O)CSc2ncc3c(n2)-c2cc(Cl)ccc2N(Cc2ccccc2)S3(=O)=O)cc1OC	-12	nt	nt	0%	-5%	nt
COc1ccc(NS(=O)(=O)c2c(C(=O)N3CCCCCC3)c(C)n(C)c2C)cc1OC	-15	7%	-2%	-4%	6%	23%
CC(=O)NC(NC(=S)Nc1ccc(S(N)(=O)=O)cc1)C(Cl)(Cl)Cl (stereo unspecified)	18	3%	-6%	1%	-20%	-14%
CCCn1nc(C(=O)Nc2ccc3c(c2)OCO3)c2ccccc2c1=O	-7	-3%	nt	?	-4%	-15%
Cc1ccc(S(=O)(=O)N(C)CCCC(=O)NCc2ccc3c(c2)OCO3)cc1	3	-9%	0%	?	-16%	15%
Cc1csc(=O)n1CCC(=O)OCC(=O)Nc1ccc(F)c(F)c1F	-15	4%	nt	0%	-7%	-4%
O=C1CC(c2ccccc2)Sc2nc3ccccc3n21 (stereo unspecified)	-4	-12%	-1%	2%	7%	-36%
CCc1ccc(/C=C2/C(=O)N(CC)C(=S)N2C)s1	1	19%	-1%	-8%	-1%	-25%
CCCc1cc(Nc2c(C)n(C)n(-c3ccccc3)c2=O)n2c(nc3ccccc32)c1C#N	-34	4%	-29%	-14%	14µM*	42%
O=C(O)CN1C(=O)/C(=C\c2ccccc2OCc2ccc(Cl)cc2Cl)SC1=S	-32	-15%	5%	-4%	-35%	-12%
Cc1cc(C)cc(OCC(=O)Nc2cnn(CCCC(=O)O)c2)c1	-27	-3%	nt	6%	3%	-8%
CC(=O)c1cccc(NC(=O)COc2ccc(S(=O)(=O)N3CCCCC3)cc2)c1	25	0%	-3%	2%	-27%	nt
C/C=C\C=C\C(=O)N1CC2(CC(c3cccc(NC(=O)COc4ccc(Cl)cc4)c3)=NO2)C[C@H]1C(N)=O (stereo partly specified)	-12	2%	-11%	-4%	7.1µM*	164%[activator]
CC1CCC(NC(=O)C2CCN(c3cnccn3)CC2)CC1 (stereo unspecified)	5	-2%	-1%	1%	-24%	12%
CCCNC(=O)NC(=O)COc1ccc(-c2ccc(C#N)cc2)cc1	-23	0%	-5%	?	9%	-17%[11.4 µM]
O=C(COC(=O)CNS(=O)(=O)c1ccc(F)c(F)c1F)NCCc1ccccc1	77	-6%	nt	-3%	0%	-20%
Cc1ccc(-n2nc3c(c2NC(=O)C2CCCC2)CS(=O)(=O)C3)cc1	0	0%	-3%	4%	-15%	-35%
Cc1ccc(-c2csc(NC(=O)CSc3nc4ccccc4[nH]3)n2)cc1	-22	0%	-4%	?	1%	-39%
CCOc1ccc(NC(=O)c2c(NCc3cccs3)sc3c2CCC(C)C3)cc1 (stereo unspecified)	-18	nt	nt	-10%	-10%	nt
COC(=O)CCC(=O)c1oc2ccc(Cl)cc2c1NC(=O)CCCN1C(=O)c2ccccc2C1=O	-3	-17%	6%	?	-11%	-9%
COc1cc(Br)cc(/C=C/c2ccc3cccc(O)c3n2)c1OC	-17	106%[activator]	17%	3%	-3%	-29%

From PubChem BioAssay
